FBW7 activator = human FBW7 E3 ligase activation, primary screen; Q969H0; AlphaScreen FBW7–phospho-cyclin E peptide binding, activator screen; normalized activity (activation), % at 26.1 µM; hit rate 0.13% among 650,000; in the data active means normalized activity above about 1.9%;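 further: purified mutant Fbw7 with reduced substrate affinity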
TEAD-YAP block = TEAD-YAP interaction inhibition; inhibition, % at 9.12 µM; HEK-TIYL cells, TEAD-Gal4/YAP UAS-luciferase luminescence; AID 1259422; hit rate 1.4% among 640,000; in the data active means inhibition above about 32%;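 further: 0% = median of test compound wells and 100% = reference inhibitor wells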
MITF inh = human MITF inhibition, primary screen | O75030 | AlphaScreen MITF homodimerization, bead proximity signal | inhibition, % at 2.6 µM | hit rate 0.91% among 650,000 | AID 1259374; in the data active means inhibition above about 50%;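 further: 0% = vehicle wells with protein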
Target sequence (O75030 whole entry, looked up): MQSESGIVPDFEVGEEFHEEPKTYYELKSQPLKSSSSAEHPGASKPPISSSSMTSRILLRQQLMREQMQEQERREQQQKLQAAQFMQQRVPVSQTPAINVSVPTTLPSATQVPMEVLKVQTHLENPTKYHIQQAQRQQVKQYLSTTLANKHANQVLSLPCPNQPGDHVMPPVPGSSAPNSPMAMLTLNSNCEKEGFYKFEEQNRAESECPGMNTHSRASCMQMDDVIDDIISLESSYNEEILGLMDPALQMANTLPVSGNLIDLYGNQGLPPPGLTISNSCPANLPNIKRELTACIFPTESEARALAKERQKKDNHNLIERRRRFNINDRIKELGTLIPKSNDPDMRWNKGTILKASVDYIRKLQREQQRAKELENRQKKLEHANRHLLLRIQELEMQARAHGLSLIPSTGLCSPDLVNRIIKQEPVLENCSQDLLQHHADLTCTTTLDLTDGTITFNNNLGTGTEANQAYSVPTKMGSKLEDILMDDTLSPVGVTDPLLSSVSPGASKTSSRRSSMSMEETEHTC
GPR151 activ = activates the human receptor GPR151 | PathHunter beta-arrestin GPR151 cells, luminescence | activation, % at 11.2 µM | AID 1508602 | hit rate 1% among 650,000; in the data active means activation above about 4.9%;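 further: 0% = median of compound wells and 100% = cells with positive control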
Target sequence (Q8TDV0 whole entry, looked up): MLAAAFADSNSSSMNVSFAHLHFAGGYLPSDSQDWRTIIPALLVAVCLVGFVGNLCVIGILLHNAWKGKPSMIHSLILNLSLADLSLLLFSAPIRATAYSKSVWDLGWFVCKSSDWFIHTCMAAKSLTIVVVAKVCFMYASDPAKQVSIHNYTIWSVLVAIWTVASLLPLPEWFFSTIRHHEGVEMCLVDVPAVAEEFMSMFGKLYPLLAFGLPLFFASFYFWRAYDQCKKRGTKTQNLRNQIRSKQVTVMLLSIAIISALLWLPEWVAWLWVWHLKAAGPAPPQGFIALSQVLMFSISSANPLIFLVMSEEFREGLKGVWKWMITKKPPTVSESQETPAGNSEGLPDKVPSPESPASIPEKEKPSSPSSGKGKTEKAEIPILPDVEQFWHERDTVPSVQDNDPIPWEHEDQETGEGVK
An asterisk follows results filed as active; . = no result given.

SMILES	FBW7 activator	TEAD-YAP block	MITF inh	GPR151 activ
O=C(NCc1ccc(Cl)cc1)c1ccc2c(c1)[nH]c(=S)n1c3ccccc3nc21	0.7	-15	12	0.2
CCN1CCN(c2cc(C)c3cc(NC(=O)Cc4ccc([N+](=O)[O-])cc4)ccc3n2)CC1	-0.2	-5	-4	-0.2
c1ccc(OCCN(Cc2nc3ccccc3[nH]2)C2CCCCC2)cc1	0.1	9	5	3.2
CC1=NN(c2ccccc2)C(=O)C1C(c1cccc(Cl)c1)C(C#N)C#N (stereo unspecified)	-0.2	2	5	-1.4
CC1(C)CC(=O)C2=C(C1)N(c1cccc(C(F)(F)F)c1)C(N)=C(C#N)C2c1ccc(Br)s1 (stereo unspecified)	0.0	-2	-1	0.5
CCC(C)C(NC=C1C(=O)OC(C)(C)OC1=O)C(=O)O (stereo unspecified)	-0.1	0	10	-0.3
O=C(N/N=C/c1ccc(O)cc1)c1ccc(Br)cc1	0.1	-3	16	-0.6
CN(C)S(=O)(=O)c1ccc(S(=O)(=O)NCCc2ccc(S(N)(=O)=O)cc2)cc1	-0.1	-12	-5	1.3
Cc1ccc(C(=O)N2CCN3C(=O)[C@@H](Cc4ccccc4)NC(=O)[C@H]3C2)cc1F	0.4	-1	12	-1.2
CN1C(C(=O)Nc2sc3c(c2C#N)CCC3)=CC(c2cccs2)=NS1(=O)=O	0.0	1	10	0.0
CN1CCC(N(C)C(=O)C23CC4CC(CC(C4)C2)C3)CC1	0.5	1	20	-3.2
CCOC(=O)C1=C(O)/C(=C/c2ccc(-c3ccccc3C(=O)O)o2)SC1=Nc1ccc(OC)cc1	-0.1	-3	8	0.0

The last two entries of the part before open the next one:
SMILES	FBW7 activator	TEAD-YAP block	MITF inh	GPR151 activ
CN1CCC(N(C)C(=O)C23CC4CC(CC(C4)C2)C3)CC1	0.5	1	20	-3.2
CCOC(=O)C1=C(O)/C(=C/c2ccc(-c3ccccc3C(=O)O)o2)SC1=Nc1ccc(OC)cc1	-0.1	-3	8	0.0
COc1ccccc1NC(=O)CSc1nc2[nH]ncc2c(=O)n1-c1ccc(Cl)c(C)c1	0.1	11	5	2.3
O=C(NCc1ccc(F)cc1)C(Cc1ccccc1)NS(=O)(=O)c1cccs1 (stereo unspecified)	-0.1	3	-4	0.9
COc1ccc([N+](=O)[O-])cc1NS(=O)(=O)Cc1ccc(Cl)cc1	-0.1	1	20	1.2
CCCCOc1ccc(OC(=O)c2cccnc2)cc1	-0.1	-6	-5	0.8
Cc1ccc(NC(=O)c2cccc(C(=O)Nc3ccc(C)c(C)c3)c2)cc1C	0.7	-15	24	-1.1
COc1ccc2c(c1)C1NC(=S)N(c3ccccc3)C(C)(O2)C1C(=O)Nc1ccc(Cl)cc1 (stereo unspecified)	0.1	5	21	0.0
O=C(O)CNS(=O)(=O)c1ccc(Cl)c(C(F)(F)F)c1	0.1	-4	-6	0.7
C1COCCOCCN(CCN2CCOCCOCCOCCOCCOCC2)CCOCCOCCO1	0.1	2	0	-1.1
CCOC(=O)c1cnc2ccc(OCC)cc2c1Nc1ccc2c(c1)OCO2	-0.1	-5	8	1.4
O=C(CSc1nnnn1C1CCCC1)c1ccccc1F	0.0	-62	116*	-1.5
CCOc1ccc(-n2c(=S)sc3c(=O)n(-c4ccccc4C)c(SCC(=O)Nc4nccs4)nc32)cc1	0.1	-6	-10	-0.8
Cc1ccc(CS(=O)(=O)CC2Nc3ccc(C(=O)NCCc4ccccc4)cc3NC2=O)cc1 (stereo unspecified)	0.2	-8	-6	-1.8
CCNc1ncc(C(=O)Nc2ccc(NC(C)=O)cc2)s1	0.2	7	6	-0.7
O=C(NCc1cccc(C(F)(F)F)c1)c1cnc2ccccn12	-0.4	-9	2	0.6
COc1ccc(Cl)cc1NC(=O)NCc1noc2ccccc12	0.1	9	6	-2.0
Cc1c(Cl)cccc1N1C(N)=C(C#N)C(c2ccc3c(c2)OCO3)C2=C1CCCC2=O (stereo unspecified)	-0.1	-4	4	0.8
O=C(NNC(=O)C1CC1(c1ccccc1)c1ccccc1)C1CC1c1ccccc1 (stereo unspecified)	0.0	4	-5	-0.3
CCOc1cccc(/C=N/NC(=O)COc2cccc(C)c2C)c1O	-0.4	11	3	0.5
O=C(CC1C(=O)NCCN1Cc1cccc(F)c1)NCCCOc1cccnc1 (stereo unspecified)	0.0	7	-1	2.6
CC(C)OC(=O)Nc1ccc(NC(=O)OC(C)C)c(C(F)(F)F)c1	0.6	4	29	0.0
O=C(O)c1cccc(NC(=O)c2ccccc2)c1	-0.1	-5	2	-9.7
COc1ccc(-c2nc(C(=O)NC3CCN(Cc4ccccc4)CC3)cs2)cc1	0.0	-1	10	1.1
COc1ccc(Cc2noc(-c3ccc(OC)c(OC)c3)n2)cc1OC	0.0	2	4	-0.8
Cc1ccc(-n2c(=O)[nH]c3cc(C(=O)N4CCc5ccccc5C4)ccc3c2=O)cc1	0.0	18	-1	-0.4
CN(C)C(=O)C[n+]1cccc(C(N)=O)c1	0.2	8	-5	1.6
CCOc1ccccc1NC(=O)COC(=O)CCN1C(=O)C2CC=CCC2C1=O (stereo unspecified)	0.1	2	1	-0.7
O=C(NC(=S)Nc1cccc(-c2nc3ncccc3o2)c1)c1cccc(Cl)c1	0.2	4	15	0.6
COc1ccccc1NC(=O)CN1N=NC2C(=O)N(c3ccc(F)cc3)C(=O)C21 (stereo unspecified)	0.0	10	10	0.2
COC(=O)c1ccc(Oc2cc(C)nc(NCc3ccccc3)n2)cc1	-0.1	-1	-1	0.7
CSc1ccccc1NC(=O)c1nn2c(C(F)(F)F)cc(-c3cccs3)nc2c1Br	0.1	2	-8	0.7
CC(=O)Nc1ccc(NC(=O)c2ccc3nc(N4CCN(Cc5ccc6c(c5)OCO6)CC4)sc3c2)cc1	0.2	8	14	0.1
COc1ccc(/C=C(/NC(=O)c2ccc(Cl)cc2)C(=O)Nc2ccc(Br)cc2)cc1OC	0.0	-6	-6	-1.1
COCCCNC(=O)CC1Oc2ccccc2NC1=O (stereo unspecified)	-0.1	-6	-2	-0.4
O=C(COc1ccc(Cl)cc1Cl)Nc1ccc(Br)cn1	0.0	-46	9	0.4
COc1cc(NC(=O)c2sc3ncn(CC(=O)N4CC(C)CC(C)C4)c(=O)c3c2C)cc(OC)c1OC (stereo unspecified)	0.1	6	0	0.0
Cc1ccc(NC(=O)c2cnn(-c3ccccc3)c2NC(=O)c2ccco2)cc1C	0.1	-16	12	0.5
Cc1cccc(NC(=O)c2ccc(NCc3ccc(F)cc3)c([N+](=O)[O-])c2)c1	-0.2	11	11	3.1
CCCCCn1c(SC(C(=O)NCc2ccccc2)C(=O)NCc2ccccc2)nc2cc(C(=O)OC)ccc2c1=O	0.1	4	-1	-0.2
COC(=O)c1cc(NS(=O)(=O)c2ccc(Cl)c(N)c2)cc(C(=O)OC)c1	-0.1	-6	4	1.1
COc1cc(Cl)cc(C=Nc2ccc3[nH]ncc3c2)c1O	0.2	8	4	0.0
COc1ccc(CCNC(=O)c2sc3ncn(Cc4cccc(F)c4)c(=O)c3c2C)cc1OC	-0.4	1	23	1.1
CCOc1ccc(C2NC(=S)NC(C)=C2C(N)=O)c2ccccc12 (stereo unspecified)	-0.1	-8	15	-0.6
CCn1nnnc1-c1ccc(OC)c(S(=O)(=O)Nc2ccc(S(N)(=O)=O)cc2)c1	-0.1	-1	5	2.1
COC(=O)c1ccccc1NC(=O)CSc1nnc(-c2ccc(OC)cc2)n1-c1ccccc1	-0.1	-39	1	-1.1
CCN(CC)S(=O)(=O)c1ccc(N/N=C(\C)c2ccc(O)cc2)c([N+](=O)[O-])c1	-0.1	-9	12	1.3
COc1ccc(C)cc1N(CC(=O)NCCSCc1ccccc1C)S(C)(=O)=O	-0.2	8	2	-2.9
COc1cc(Cl)ccc1S(=O)(=O)N1CCN(Cc2ccccc2)CC1	0.0	5	10	0.5
O=C(Cc1ccc(Cl)cc1)Nc1cccc2nsnc12	0.5	-22	16	-1.4
S=C1NC(c2ccc(OCc3ccccc3)cc2)=CC(c2ccccc2Cl)N1 (stereo unspecified)	0.1	-7	1	-0.4
CSc1nnnn1-c1ccc(Cl)c(C(=O)O)c1	0.9	3	10	0.9
O=Cc1ccccc1OCC(=O)Nc1ccc([N+](=O)[O-])cc1	0.1	-8	10	0.2
NC(=O)c1c(NC(=O)C2CC(=O)OC23CCCCC3)sc2c1CCCCC2 (stereo unspecified)	-0.1	-1	-11	-1.1
CCCCc1cc(=O)oc2cc(OC(C(=O)OCC)c3ccccc3)c(Cl)cc12 (stereo unspecified)	-0.1	2	8	0.6
C=CCOc1ccc(/C=C2\NC(=S)N(CCC)C2=O)cc1OCC	0.0	3	6	1.0
O=[N+]([O-])c1ccccc1/C=N/Nc1nc2ccccc2[nH]1	-0.3	-48	-7	-1.6
CC1CCCC(N2CCN(Cc3ccccc3[N+](=O)[O-])CC2)C1 (stereo unspecified)	-0.1	0	82*	-0.3
COc1ccc(NC(=O)CSc2nnc3[nH]c(=O)c(C)nn23)cc1OC	-0.1	-5	-10	2.3
COc1ccccc1/C=N/NC(=O)COc1ccc(Cl)cc1	0.1	7	13	-0.7
COc1ccc(S(=O)(=O)NC(N)=NCCc2ccc(Cl)cc2)cc1OC	0.1	-4	3	-0.3
CCN(CC)C(=O)C1CCCN(c2nc(NCCN3CCOCC3)c3ncn(-c4ccccc4)c3n2)C1 (stereo unspecified)	-0.2	22	12	1.2

Reprinted from the part before: 4 entries; new compounds follow.
SMILES	FBW7 activator	TEAD-YAP block	MITF inh	GPR151 activ
COc1ccc(NC(=O)CSc2nnc3[nH]c(=O)c(C)nn23)cc1OC	-0.1	-5	-10	2.3
COc1ccccc1/C=N/NC(=O)COc1ccc(Cl)cc1	0.1	7	13	-0.7
COc1ccc(S(=O)(=O)NC(N)=NCCc2ccc(Cl)cc2)cc1OC	0.1	-4	3	-0.3
CCN(CC)C(=O)C1CCCN(c2nc(NCCN3CCOCC3)c3ncn(-c4ccccc4)c3n2)C1 (stereo unspecified)	-0.2	22	12	1.2
COCCCNCCCCOc1c(Cl)cc(C)cc1Br	0.0	15	58*	0.4
Cc1cccc(NC(=O)c2ccc(Br)o2)c1N1CCC(O)CC1	1.5	19	20	0.1
CC(C)COc1ccc(COC2C(C3COC4(CCCCC4)O3)OC3OC4(CCCCC4)OC32)cc1 (stereo unspecified)	0.3	6	10	0.1
O=C(O)c1cc2ccccc2c(-c2c(O)c(C(=O)O)cc3ccccc23)c1O	0.0	-17	-28	2.0
O=C(Nc1cc(C(F)(F)F)ccc1Br)c1ccccc1F	0.5	5	13	-1.2
CC(C)[C@H]1NC(=O)[C@@H]2C[C@H](NCc3cnn(-c4ccccc4F)c3)CN2C1=O	-0.3	9	9	3.5
O=C(COC(=O)c1ccc(Br)cc1)c1ccc(Cl)c([N+](=O)[O-])c1	-0.2	14	4	1.0
COc1ccc(C2CC(=O)C3=C(C2)Nc2ccccc2NC3c2cc(Br)ccc2F)cc1OC (stereo unspecified)	0.0	0	4	-1.4
C=CCn1c(SCC(=O)Nc2ccc3c(c2)OCO3)nc2sc(C)c(C)c2c1=O	-0.2	8	7	-1.4
O=C(NCCCc1ccccc1)C1CCN(c2nc3ccccc3[nH]c2=O)CC1	0.1	3	-8	-0.4
OCC1CCCN1c1nc(Nc2ccc(N3CCOCC3)cc2)c2ncn(-c3ccccc3)c2n1 (stereo unspecified)	-0.4	14	44	0.3
O=C(COc1ccccc1[N+](=O)[O-])Nc1ccc(C(=O)OC2CCCCC2)cc1	0.1	1	-3	1.0
Nc1c(C(=O)Nc2ccc(F)cc2)sc2nc3c(cc12)CCCC3	0.7	-76	-16	0.2
CCn1c2cc(C)oc2c2cnn(CC(=O)NC(C)c3ccccn3)c(=O)c21 (stereo unspecified)	-0.1	-16	5	-0.5
N#Cc1c(NC(=O)C(=O)NCc2ccccc2)sc2c1CCCC2	-0.2	-5	0	0.0
NS(=O)(=O)c1cc(C(=O)N2CCc3ccccc32)c(Cl)cc1Cl	-0.2	0	17	0.7
CC(=O)NCc1nnc2n1CCN(CC=C(C)C)CC2	0.1	4	8	0.5
CCCNC(=O)c1ccc2nc(-c3csc4ccccc34)sc2c1	0.9	-46	12	-11
CS(=O)(=O)c1cnc2ncnn2c1C1CCN(C(=O)c2ccccn2)CC1	1.3	12	0	-0.3
CC(/C=C/c1ccccc1)=N\Nc1nnc2c(n1)[nH]c1ccccc12	-0.2	-7	11	0.7
CCOC(=O)C1=C(c2ccccc2)S/C(=C2/C(=S)C(C)(C)N(C(=O)C(F)(F)F)c3ccc(OCC)cc32)S1	-0.1	5	11	-0.7
CCN1C(=O)N[C@H](c2ccc(Br)cc2)C(C(=O)OC)=C1C	0.0	.	19	0.0
CCN1C(=O)/C(=C\c2cc(OC)c(O)c([N+](=O)[O-])c2)SC1=S	-0.2	0	-4	-1.3
COc1cccc(/C=N/NC(=O)C(=O)Nc2ccccc2OC)c1	0.0	-4	3	3.9

3 of the compounds above, field by field.
CCOC(=O)C1=C(c2ccccc2)S/C(=C2/C(=S)C(C)(C)N(C(=O)C(F)(F)F)c3ccc(OCC)cc32)S1
  FBW7 activator: -0.1
  TEAD-YAP block: 5
  MITF inh: 11
  GPR151 activ: -0.7

CCN1C(=O)N[C@H](c2ccc(Br)cc2)C(C(=O)OC)=C1C
  FBW7 activator: 0.0
  TEAD-YAP block: .
  MITF inh: 19
  GPR151 activ: 0.0

CCN1C(=O)/C(=C\c2cc(OC)c(O)c([N+](=O)[O-])c2)SC1=S
  FBW7 activator: -0.2
  TEAD-YAP block: 0
  MITF inh: -4
  GPR151 activ: -1.3

Assay outcomes from PubChem.

Hits appear at their usual frequency. Share with any hit: about 3.4%.
